Screens deposited in PubChem by National Center for Advancing Translational Sciences (NCATS).
GLP1R ag = qHTS of GLP-1 Receptor Agonists; Potency, µM (titrated, usually from 45.6 µM), inactives show top-dose activation, actives largely listed as activators; Glucagon-like peptide 1 receptor (Homo sapiens), P43220; HEK293 GLP-1R CRE-luciferase, luminescence, 4-6 h; cells express a hypersensitive GLP-1R form; 380,000 tested, 0.007% active; note: potency is the fitted concentration of half-maximal effect; % of control where 0% means no effect
Target sequence (P43220 whole entry, looked up): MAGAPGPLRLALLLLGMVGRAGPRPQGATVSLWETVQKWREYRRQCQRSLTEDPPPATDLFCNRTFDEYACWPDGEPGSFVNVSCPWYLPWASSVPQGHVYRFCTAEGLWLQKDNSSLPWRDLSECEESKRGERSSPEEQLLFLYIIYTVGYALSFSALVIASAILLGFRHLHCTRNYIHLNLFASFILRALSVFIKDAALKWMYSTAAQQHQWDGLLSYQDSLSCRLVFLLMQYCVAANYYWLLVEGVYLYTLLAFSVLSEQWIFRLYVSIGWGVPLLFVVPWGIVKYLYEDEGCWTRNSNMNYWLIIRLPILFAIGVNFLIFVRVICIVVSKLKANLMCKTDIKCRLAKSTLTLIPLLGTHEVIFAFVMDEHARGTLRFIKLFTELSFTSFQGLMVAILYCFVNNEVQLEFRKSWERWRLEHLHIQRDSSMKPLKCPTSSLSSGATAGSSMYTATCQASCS
HT1080NT lethal = qHTS for induction of synthetic lethality in tumor cells producing 2HG: qHTS for the HT-1080-NT fibrosarcoma cell line; HT-1080-NT fibrosarcoma viability, CellTiter-Glo ATP luminescence, 48 h; Potency, µM (titrated, usually from 46.1 µM), inactives show top-dose activity, negative = less viability, hits mostly cytotoxic; 360,000 tested, 1.6% active;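 note: NT is the 2HG producing partner of a matched IDH1 knockdown line; potency is the fitted concentration of half-maximal effect; 0% = DMSO-treated cells and -100% = media-only wells without cells; nearly all actives have a fitted effect of over 55% in size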
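Viability by CellTiter-Glo luminescence after 48 h compound exposure at 37C of HT-1080-NT cells (750/well, RPMI, 5% FBS). % activity scaled between DMSO wells and medium-only wells, then curve-fitted and categorized by curve class.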
KB-V1 MDR tox = qHTS assay for MDR1-selective chemotherapeutics: Primary screen using the drug-selected MDR subline cells KB-V1 | Potency, µM (titrated, usually from 46.1 µM), without a hit: top-dose activity change, negative = cytotoxicity, usual class: cytotoxic | 400,000 tested, 3.4% active | AID 1347076, 2019 | KB-V1 MDR cells viability, CellTiter-Glo, 72 h; note: potency is the fitted concentration of half-maximal effect; % is set by controls: 0 for no effect and ±100 for the full control effect; nearly all actives have a fitted effect of over 60% in size
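Luminescent ATP read-out (CellTiter-Glo, 10 min) measures survival of drug-selected KB-V1 MDR cells after 72 h, 37 degrees C compound exposure. Medium: phenol-red-free DMEM, 10% FBS. Values from fitted concentration-response curves.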
KB-3-1 cytotox = qHTS assay for MDR1-selective chemotherapeutics: Primary screen using the parental adenocarcinoma cell KB-3-1 | AID 1347075, 2019 | 400,000 tested, 1.4% active | Potency, µM (titrated, usually from 46.1 µM), without a hit: at the highest dose activity change, negative = cytotoxic, usual class: cytotoxic | KB-3-1 viability, CellTiter-Glo ATP luminescence, 72 h; note: potency is the fitted concentration of half-maximal effect; % is set by controls: 0 for no effect and ±100 for the full control effect; nearly all actives have a fitted effect of over 60% in size
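Cytotoxicity measured as CellTiter-Glo luminescence after 72 h at 37 C. Compound titrations were pinned onto drug-naive KB-3-1 parental adenocarcinoma cells grown in DMEM with 10% FBS, and normalized data fitted to concentration-response curves.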
SW480 rerep = A quantitative high throughput screen for small molecules that induce DNA re-replication in SW480 colon adenocarcinoma cells | SW480 DNA re-replication, Hoechst DNA content imaging, 48 h | Potency, µM (doses to about 46.1 µM), for inactives: top-dose re-replication activation, usual class: activators | 340,000 tested, 1.8% active | AID 624297, 2012; note: potency is the fitted concentration of half-maximal effect; % of control where 0% means no effect; nearly all actives have a fitted effect of over 55% in size
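Readout is total intensity of Hoechst-stained nuclei, excited at 405 nm and collected at 500-530 nm. Compound treatment lasted 48 hr at 37 C in 5% CO2 before staining.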
DRD3 agonist = qHTS of D3 Dopamine Receptor Agonist: qHTS. D(3) dopamine receptor (Homo sapiens), P35462. D3R DiscoveRx beta-arrestin cells, luminescence, 90 min. max activation, %. 410,000 tested, 0.58% active. AID 652048, 2013; in the data active = max activation above about 30%; note: 0% is about no effect; mostly tested at two doses, the higher about 12 µM
Target sequence (P35462 whole entry, looked up): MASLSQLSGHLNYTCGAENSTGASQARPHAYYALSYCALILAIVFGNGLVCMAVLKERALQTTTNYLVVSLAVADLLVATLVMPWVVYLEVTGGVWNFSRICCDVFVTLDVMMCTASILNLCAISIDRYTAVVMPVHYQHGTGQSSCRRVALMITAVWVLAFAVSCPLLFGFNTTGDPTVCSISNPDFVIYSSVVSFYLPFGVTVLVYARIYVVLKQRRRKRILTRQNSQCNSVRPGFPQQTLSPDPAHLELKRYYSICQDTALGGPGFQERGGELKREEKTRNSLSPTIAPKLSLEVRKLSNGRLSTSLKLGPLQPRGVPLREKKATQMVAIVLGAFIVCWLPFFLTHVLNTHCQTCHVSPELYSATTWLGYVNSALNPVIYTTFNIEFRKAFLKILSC
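Agonist-mode cell screen: cells plated at 1500/well and incubated overnight at 37 °C, then exposed to library compounds for 90 min at 37 °C. Detection reagent was added for 30–60 min at room temperature, and luminescence was read.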
HT1080 IDH1KD tx = qHTS for induction of synthetic lethality in tumor cells producing 2HG: qHTS for the HT-1080-IDH1KD cell line; HT-1080 IDH1 knockdown viability, ATP luminescence, 48 h; Potency, µM (series often up to 46.1 µM), inactives show top-dose activity, negative = toxicity, most hits filed as cytotoxic; 360,000 tested, 2% active; AID 686971, 2013;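 note: potency is the fitted concentration of half-maximal effect; 0% = DMSO wells and -100% = cell-free medium wells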
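Using the IDH1-knockdown HT-1080 line run in the same batch and compound series as the NT line, viability after 48 h at 37 °C was determined by CellTiter-Glo luminescence and expressed as % activity.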
IL-1B inflam inh = qHTS for Inhibitors of Inflammasome Signaling: IL-1-beta AlphaLISA Primary Screen; 360,000 tested, 4.7% active; activity change, % at 57.5 µM; THP-1 LPS/ATP IL-1B secretion, AlphaLISA, 16 h; active compounds read low; in the data active = activity change below about -50%; inconclusive = mostly about -30% to -49%; note: % is set by controls: 0 for no effect and ±100 for the full control effect
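THP-1 cells pretreated 1 hr with compounds (up to 57.5 uM final), then stimulated with LPS (250 ng/mL final) plus ATP (1.25 mM final); secreted IL-1B measured by AlphaLISA after 16 hr, decreased signal indicating inhibition.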
D3 antag = qHTS of D3 Dopamine Receptor Antagonist: qHTS | max response, negative = inhibition, % | 360,000 tested, 2.5% active | D(3) dopamine receptor (Homo sapiens), P35462 | D3R cells, DiscoveRx beta-arrestin luminescence, antagonist mode; active compounds read low | AID 652054, 2013; in the data active = max response below about -50%; inconclusive = no clear call, values can overlap the other calls; note: % is set by controls: 0 for no effect and ±100 for the full control effect; mostly tested at two doses, the higher about 12 µM
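Cells plated overnight at 1500 cells/well, then exposed to library compounds with dopamine controls for 90 minutes at 37 degrees C. DiscoveRx reagent added for 30–60 minutes at room temperature; luminescence read, quantitative HTS format.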
The depositor's hits bear a star; u = inconclusive; x = no result given; ! = not active in a repeat; [ ] = remark or other dose. Unless noted, calls come from the whole dose curve; as a rule, active = well fitted curve in the direction sought with a large enough effect; inconclusive = small, poorly fitted or top-dose-only effect, or another doubt; inactive = no such curve, though single readings can be large; an effect the other way counts as inactive or inconclusive. This is a random part of the collection; overall some 12% were active at least once.

mol | GLP1R ag | HT1080NT lethal | KB-V1 MDR tox | KB-3-1 cytotox | SW480 rerep | DRD3 agonist | HT1080 IDH1KD tx | IL-1B inflam inh | D3 antag
COC(=O)c1c[nH]c(=O)c2ccccc12 | 6% | 27% | 3% | 6% | 6% | 9 | 6% | 28 | 10
Cc1cccc(Sc2nc(-c3ccccc3)ccc2C#N)c1 | 14% | -9% | u | -16% | -4% | 4 | -9% | 0 | 16
COc1ccc(CNC(=O)COC(=O)CCN2C(=O)C3CC=CCC3C2=O)cc1OC (configuration not stated) | -3% | 6% | u | 20% | -2% | 7 | -5% | 8 | -9
Cc1cccc(NC(=O)c2cc3c(=O)n4ccccc4nc3s2)c1 | 12% | u | 0% | u | 10% | 5 | u | 13 | 6
O=C(Nc1ccc(OC(F)(F)F)cc1)Oc1ccccc1N1CCOCC1 | -7% | -2% | 1% | -2% | -6% | 1 | -3% | -20 | 8
OCC1OC(n2cnc3c(NCc4ccco4)ncnc32)C(O)C1O (configuration not stated) | 13% | 12µM* | u | 13µM*! | 8.2µM* | 0 | 12µM* | u | 22
CCOC(=O)c1ccc(S(=O)(=O)n2c(=O)oc3ccccc32)cc1 | 5% | 5% | -6% | -11% | -7% | 2 | 2% | 69 | 36
O=C(N/N=C/c1ccc(Cl)cc1Cl)C(=O)NC1CC1 | 6% | 12% | u | 14% | -18% | -8 | 10% | 2 | -17
CCC(=O)N1CCc2cc(Br)cc(S(=O)(=O)NCc3ccccc3OC)c21 | 1% | 10% | u | -8% | -3% | -16 | -2% | 0 | -22
COc1cc(CNc2ccc3[nH]c(=O)[nH]c3c2)ccc1OCC(=O)NC(C)(C)C | -1% | 1% | 4% | -6% | 9% | 4 | -1% | -16 | 7
COC(=O)c1ccsc1NC(=O)CN1CCN(c2ncccn2)CC1 | 7% | -4% | -22% | -1% | -3% | 4 | 12% | 2 | 0
CCN(CC)CC#CC(O)(c1ccccc1)c1ccccc1 | 8% | -3% | u | -4% | -1% | -5 | 4% | 0 | -15
Cc1cccc(N2CCN(C(=O)N3CCOCC3)CC2)c1C | 5% | 16µM* | u | 21µM* | 16µM* | -10 | u | 60 | -16
CN1CC(=O)N(CC(=O)NCc2ccc(F)cc2)c2ccccc2C1=O | 7% | -2% | u | 0% | 3% | -12 | 10% | 4 | 5
COC(c1ccc(Cl)cc1)(c1ccc(Cl)cc1)C(Oc1nccc(C)n1)C(=O)O (configuration not stated) | -2% | -2% | 8% | -14% | 1% | 5 | -20% | 51 | -26
O=C(CSc1nnc(-c2cccs2)n1-c1ccccc1)N1CCCc2ccccc21 | 16% | -31% | 16µM* | 9% | 16% | -2 | u | u | -21
COc1cc(NC(=O)C2C3CCC(O3)C2C(=O)O)cc(OC)c1 (configuration not stated) | -3% | u | -12% | u | u | -2 | u | 97 | 0
O=C(N/N=C/c1ccccn1)c1ccc(NC(=O)c2ccccc2Cl)cc1 | 7% | -16% | u | u | u | -15 | u | -14 | -18
COC(=O)c1cc(C(=O)Nc2cc(C)ccn2)cc([N+](=O)[O-])c1 | 7% | -4% | 4% | 21% | 0%[9.22 µM] | 6 | 1% | -6 | 1
O=C(Nc1ccc(S(=O)(=O)N2CCOCC2)cc1)C1COc2ccccc2O1 (configuration not stated) | 1% | 8% | -22% | 9% | -1% | -1 | 1% | -18 | 21
CCOC(=O)C1(CC2CC2)CCN(S(=O)(=O)C[C@]23CC[C@H](CC2=O)C3(C)C)CC1 | -1% | 12% | -8% | 10% | -19% | -6 | 12% | 52 | -12
O=C(CSc1nccn1-c1ccc(Cl)cc1)N1CCCc2ccccc21 | 29% | 0% | u | -5% | -4% | -5 | 0% | -11 | 14
O=C(NC(c1ccccc1)c1ccccc1)c1ccc(=O)[nH]n1 | 24% | 2% | -23% | 16% | 13% | 1 | 0% | 2 | 5
CCOc1ccc(NC(=O)Cn2nnc(C(=O)NCCc3ccc(OC)c(OC)c3)c2N)cc1 | 2% | -2% | -8% | -8% | -8% | -3 | -2% | 100 | 72
CCOC(=O)N1CCN(C(=O)COc2ccc(Br)cc2)CC1 | 1% | 3% | 2% | 12% | -5% | -11 | 8% | -13 | -12
Cc1ccc(S(=O)(=O)N2C[C@@]3(O)Cn4c(=O)ccc(=O)n4C[C@@]3(OC(=O)NCC3CCCCC3)C2)cc1 | -4% | -8% | -9% | 20% | x | -12 | u | u | -5
Cn1c(SCc2nc3ccccc3[nH]2)nnc1-c1cccs1 | 0% | 8% | 21µM* | 11% | -5% | -3 | 16% | -8 | 7
Cc1cc(NC(=O)C(C)SCC(=O)OC(C)C(=O)Nc2ccc(F)cc2Cl)no1 (configuration not stated) | -1% | 4% | 1% | 8% | u | 2 | 5% | 4 | 5
COC(=O)c1ccc(NC(=O)C[n+]2ccccc2C)cc1 | -5% | 3% | 11% | -1% | -10% | -5 | 3% | 16 | -59*
Cc1ccc2cc(CCNC(=O)c3ccc(Br)o3)c(=O)[nH]c2c1 | 4% | 0% | 18µM* | u | -2% | 5 | 17% | 5 | -13

The results go on:
mol | GLP1R ag | HT1080NT lethal | KB-V1 MDR tox | KB-3-1 cytotox | SW480 rerep | DRD3 agonist | HT1080 IDH1KD tx | IL-1B inflam inh | D3 antag
CC1(C)NC(=O)N(CC(=O)OCC(=O)c2ccc(F)cc2)C1=O | -19% | 17% | 2% | 1% | -1% | 3 | 8% | 11 | 2
COc1ccc(OCC(=O)N2CCc3ccccc32)c([N+](=O)[O-])c1 | 24% | 4% | -29% | 2% | x | 2 | -1% | -20 | -1
N/C(=N\OC(=O)Cc1ccccc1[N+](=O)[O-])c1cccnc1 | 11% | 8% | -1% | 9% | -3% | 1 | 5% | 25 | -6
Cc1nccn1CC(=O)c1ccc(O)c(O)c1 | 2% | 5% | -1% | 6% | -1% | 22 | 3% | 8 | 6
CC(NC(=O)CN(C)CC(=O)Nc1ccccc1Br)c1ccccc1 (configuration not stated) | 3% | 1% | 4% | -1% | -1% | 3 | 0% | -20 | 5
Cc1ccc2nc(NCCC(=O)O)nc(-c3ccccc3)c2c1 | 18% | 10% | 2% | u | 0% | -5 | 0% | 1 | -17
Cc1cc(C(=O)NCc2ccco2)no1 | 4% | 1% | -3% | 0% | -9% | -9 | 1% | 13 | -8
CC1C(C(=O)Nc2ccccc2)CCCC1(C)C(=O)O (configuration not stated) | -1% | -5% | 1% | -5% | 0% | 1 | 0% | -8 | 5
Cc1cccc(C)c1OCC(=O)Nc1cccc(S(=O)(=O)N2CCCCCC2)c1 | 16% | -14% | -15% | 0% | x | -1 | -5% | -5 | 0
O=C(NCc1ccc2c(c1)OCO2)c1ccc(N2CCCCCC2)c([N+](=O)[O-])c1 | 8% | 12% | u | -8% | x | -11 | 9% | -15 | -60*
O=C(C[n+]1ccccc1)N/N=C/c1ccc(C(=O)O)cc1 | 2% | 0% | 22% | 3% | 0% | 3 | -2% | -5 | 11
COc1cc(S(=O)(=O)NCc2ccccc2Cl)ccc1-n1cnnn1 | 5% | -17% | -25% | -5% | 0% | -5 | -6% | 22 | -16
COc1ccc(Br)cc1/C=C/C(=O)c1ccc(NC(C)=O)cc1 | -38%[inhibitor] | u | u | 4.1µM* | 15µM* | 0 | u | -99* | -3
Cc1cc(=O)n(C)c2ccc(S(=O)(=O)N3CCOCC3)cc12 | 2% | 4% | -1% | -1% | -7% | 5 | -1% | 10 | 16
CSC(=NCc1ccco1)NC#N | 0% | 12% | 13% | -3% | -21% | 3 | 13% | 18 | -13
CC(=O)Nc1ccc(S(=O)(=O)N2CCn3cccc3C2C)cc1 (configuration not stated) | -2% | 7% | -9% | -10% | -1% | 6 | 11% | 4 | 0
O=C1NC2(CCCCCC2)C(=O)N1Cc1ccccc1Cl | 4% | -2% | -13% | -5% | 3% | 1 | -6% | 16 | 0
COc1ccccc1N1CCN(C(=O)c2cc(=O)c3ccc(C)cc3o2)CC1 | 11% | 11% | u | -11% | 1% | -9 | -1% | 9 | -17
COC(=O)c1c(NC(=O)CN2CCN(c3ncccn3)CC2)sc(C(N)=O)c1C | 1% | -28% | u | u | 13% | 5 | u | 20 | -2
CCc1cc(S(=O)(=O)N2CCN(C(=O)c3ccco3)CC2)ccc1OC | 5% | 1% | -29% | -7% | 7% | 6 | 5% | 2 | 5

4 compounds from above, showing only KB-V1 MDR tox, DRD3 agonist and IL-1B inflam inh.
molecule	KB-V1 MDR tox	DRD3 agonist	IL-1B inflam inh
COc1ccccc1N1CCN(C(=O)c2cc(=O)c3ccc(C)cc3o2)CC1	u	-9	9
CSC(=NCc1ccco1)NC#N	13%	3	18
O=C1NC2(CCCCCC2)C(=O)N1Cc1ccccc1Cl	-13%	1	16
COC(=O)c1c(NC(=O)CN2CCN(c3ncccn3)CC2)sc(C(N)=O)c1C	u	5	20
